Screening results as filed in PubChem.
TRPC4 agonist: activators of mouse TRPC4 channel, primary screen, Fluo4 calcium, HEK293 TRPC4beta/mu-opioid cells; 310,000 tested, 0.49% active; AID 2237, 2010; Fluo4 calcium fluorescence; stronger effect = higher value; B-score at 10 µM;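 active = B-score above 5 SD of library B-scores, and initial fluorescence ratio not above library mean plus 5 SD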;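 note: positive B-score marks a calcium rise read as TRPC4 activation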
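Assay system – TRPC4beta and mu-opioid receptor HEK293 stable cells · Measured by – Fluo4 fluorescence, kinetic · Schedule – dye loading 45 min room temperature, 110 s kinetic read · Read-out – B-scored integrated calcium fluorescence ratio · Controls – buffer and maximal DAMGO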
MrgX1 antag: antagonists of human MrgX1 receptor, primary screen, HEK293 cells, Fluo-4 calcium flux | AID 588676, 2011 | Mas-related G-protein coupled receptor member X1 (Homo sapiens), Q96LB2 | B-score at 10 µM | 310,000 tested, 1.3% active | BAM8-22 antagonism; stronger effect = lower value;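 active = calcium-response B-score plate-corrected more than 3 library SD below zero, starting fluorescence within 5 deviations, no agonist response on first addition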;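 note: peak minus trough fluorescence over baseline after final BAM8-22 challenge near maximal dose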
Target sequence (Q96LB2 whole entry, looked up): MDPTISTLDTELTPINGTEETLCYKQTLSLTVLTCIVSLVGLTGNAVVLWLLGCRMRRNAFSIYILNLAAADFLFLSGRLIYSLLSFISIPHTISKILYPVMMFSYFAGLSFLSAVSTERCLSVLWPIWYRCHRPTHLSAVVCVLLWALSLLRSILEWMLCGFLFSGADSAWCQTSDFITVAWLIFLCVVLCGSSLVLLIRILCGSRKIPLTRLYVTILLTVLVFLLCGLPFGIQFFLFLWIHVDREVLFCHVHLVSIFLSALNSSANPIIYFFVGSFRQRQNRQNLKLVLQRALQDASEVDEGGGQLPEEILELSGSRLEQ
aSyn 5UTR inh: MLPCN primary screen, SNCA 5' untranslated region; 300,000 tested, 0.82% active; inhibition, % (tested at 7.5 µM); alpha-synuclein 5'UTR reporter, inhibitor activity; AID 1813, 2009; in the data active = inhibition above about 60%;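 note: H4 neuroglioblastoma cells stably carrying SNCA 5'UTR luciferase fusion; 0% = DMSO wells and 100% = positive control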
TRPC4 PAM: positive allosteric modulators of TRPC4, primary screen, cell-based, mouse TRPC4beta, HEK293 mu-opioid, Fluo-4 calcium. Short transient receptor potential channel 4 (Mus musculus), Q9QUQ5. DAMGO EC20, Fluo-4 Ca2+ flux; stronger effect = higher value. B-score at 10 µM. 310,000 tested, 0.42% active. AID 2227, 2009;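 active = B-score of calcium response area above 5 SD of library B-scores, with initial fluorescence ratio within 5 SD of library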;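 note: B-score of integrated fluorescence ratio over time as area under calcium response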
KLF5 inhibitor: KLF5 expression inhibitors, primary screen, DLD-1 cells, luminescence; DLD-1 KLF5 promoter-luciferase reporter; inhibition, % at 5 µM; 290,000 tested, 0.23% active; AID 1700, 2009;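 active = inhibition above a per-plate limit of that plate's mean compound inhibition plus 3 SD, cut at about 60% in these data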;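 note: 0% = DMSO wells and 100% = LY294002 at 200 µM; higher means less KLF5 promoter-driven luciferase light; inactives centre near -14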
TRPC4 inh: inhibitors of mouse TRPC4 channel, primary screen, Fluo4 calcium, HEK293 TRPC4beta/mu-opioid cells. DAMGO-evoked Fluo4 calcium flux; stronger effect = lower value. B-score at 10 µM. 300,000 tested, 0.39% active;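 active = B-score over 3 SD under the library average, no early fluorescence shift, positive overall ratio signal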
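Test system – stable TRPC4beta/mu-opioid receptor HEK293 cells · Probe or stimulus – DAMGO, a submaximal dose followed by a maximal one · Dosing – one concentration per compound · Signal – Fluo4 calcium fluorescence by kinetic imaging, 5 s 1 Hz baseline · Evaluation – per-well B score of integrated baseline-normalized Fluo4 ratio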
IEC-6 tox: cytotoxicity in IEC-6 intestinal epithelial cells, primary screen, cytotoxicity control for KLF5 inhibitor project, cell-based, luminescence | IEC-6 cytotoxicity, luminescence viability | 290,000 tested, 0.78% active | inhibition, % at 5 µM; in the data active = inhibition above about 22%;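 note: 0% = plate median of test compound wells and 100% = cytotoxic reference compound wells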
HIF act: HIF pathway transcriptional activators, primary screen, cell-based, U2OS HRE-luciferase, luminescence; U2OS HRE-luciferase reporter; normalized: DMSO 0%, desferrioxamine 100%; activation, % at 7.5 µM (by protocol); 300,000 tested, 0.32% active;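 active = mean activation of at least 10% of the iron chelator positive control signal, with at least half of replicates also reaching 10%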
TRPC6 activator: mouse TRPC6 channel activators, primary screen, cell-based, HEK293, membrane potential dye; Short transient receptor potential channel 6 (Mus musculus), Q61143; HEK293-TRPC6 membrane potential dye fluorescence; stronger effect = higher value; B-score at 10 µM; 310,000 tested, 0.13% active; AID 2550, 2010;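 active = B-score of the integrated fluorescence ratio above library mean plus 3 SD, and starting fluorescence ratio within library mean plus 5 SD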;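 note: higher score means more depolarization so channel activation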
SKKanGAS inh: S. pyogenes SKKanGAS growth inhibitors in kanamycin, primary screen, streptokinase expression inhibitor project, SKKanGAS strain, BacTiter-Glo luminescence; 6 h; inhibition, % at 7.5 µM; 300,000 tested, 1.3% active; AID 1662, 2009;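 active = mean replicate score, as percent of positive control median, at least 50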;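 note: strain carries kanamycin resistance gene driven by streptokinase promoter and grows in 40 µg/ml kanamycin; loss of luminescence reflects streptokinase promoter inhibition or plain growth inhibition; 0% = median of DMSO wells and 100% = positive control at its reference dose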
TRPC6 inh: mouse TRPC6 channel inhibitors, primary screen, cell-based, HEK293, membrane potential dye. B-score at 10 µM. 310,000 tested, 1.1% active. ACh-evoked depolarization; stronger effect = lower value;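 active = B-score under library mean minus 3 SD, initial fluorescence not abnormally high, positive integrated signal ratio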;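 note: B-score derived from integrated fluorescence ratio over the kinetic read; more negative B-score means stronger inhibition of depolarization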
Starred values were filed as active, the others as inactive; i = inactive; · = no result given.

Second line of a record – TRPC4 agonist	MrgX1 antag	aSyn 5UTR inh	TRPC4 PAM	KLF5 inhibitor	TRPC4 inh	IEC-6 tox	HIF act	TRPC6 activator	SKKanGAS inh	TRPC6 inh
c1ccc(-n2c(-c3cccs3)nc3nc4ccccc4nc32)cc1
    i	i	-29	i	4	i	-4	-2.2	i	4	i
Cc1ccc(-n2c(SCC(=O)NCCN3C(=O)CSC3=O)nnc2-c2ccccc2)cc1
    i	i	28	i	-5	i	6	-14	i	-2	i
O=C(NCc1ccc2c(c1)OCO2)c1cc(-c2ccc(Cl)cc2Cl)on1
    i	i	3	i	-1	i	1	1.7	i	-1	i
Cc1cc(C(=O)NCc2ccccc2)c(=O)[nH]c1C
    i	i	-2	i	-19	i	-8	0.6	i	0	i
COc1ccc(NC(=O)CSc2nnc(-c3cnccn3)n2C)cc1OC
    i	i	-8	i	-5	i	12	-0.3	i	-1	i
CN1CCN(C(=O)c2ccc(Cl)c(S(=O)(=O)N3CCCCC3)c2)CC1
    i	i	12	i	-29	i	-2	-0.1	i	-4	i
O=C(COc1ccc([N+](=O)[O-])cc1)Nc1ccc(N2CCCC2)cc1
    i	i	-70	i	-15	i	7	-0.7	i	-2	i
CN(CC(=O)Nc1ccncc1)S(=O)(=O)c1ccc(Cl)cc1
    i	i	27	i	-25	i	1	0.1	i	-10	i
CCCCC1(C(=O)OC)NC(c2ccc(O)cc2)C2C(=O)N(c3ccccc3)C(=O)C21 (stereo not drawn)
    i	i	-13	i	-7	i	0	1.2	i	-3	i
COC(=O)c1sc2nc(C)cc(C)c2c1N
    i	i	-39	i	-33	i	1	0.4	i	5	i
CCc1cc2c(cc3c(=O)n(CC(=O)N4CCN(c5ccccn5)CC4)nc(CC)n32)s1
    i	i	11	i	-23	i	-2	·	i	11	i
COc1ccc(CNC(=O)COC(=O)c2ccco2)cc1
    i	i	27	i	53	i	-5	-1.1	i	-2	i
CCOc1c2c(nc3ccc(Cl)cc13)CCC2
    i	i	25	i	-6	i	-3	-0.1	i	-4	i
CC(C)NC(=O)c1onc(CSc2cccc(Cl)c2)c1C(=O)O
    i	i	14	i	-59	i	-4	-0.2	i	13	i
Cc1ccc(OCC(=O)N2CCc3ccccc3C2)c(Br)c1
    i	i	-58	i	-32	i	-5	0.0	i	11	i
Cc1ccc2sc(C)[n+](CCO)c2c1
    i	i	12	i	1	i	-5	0.0	i	-7	i
CC(C)COCC(O)CCC(=O)NNC(=S)Nc1ccccc1 (stereo not drawn)
    i	i	2	i	-14	i	0	0.6	i	1	i
CCOC(=O)CCNC(=O)N1CCCC(N2CCN(c3ccc(OC)cc3)CC2)C1 (stereo not drawn)
    i	i	7	i	-33	i	6	-1.1	i	0	i
CC(=O)NCC1CCN(C(=O)C2CCC(=O)N(CCc3cccc(F)c3)C2)CC1 (stereo not drawn)
    i	i	-16	i	-43	i	-2	-0.1	i	-1	i
C=CCN(C(=O)C1CSC2(C)CCC(=O)N12)c1nc(-c2ccccc2)cs1 (stereo not drawn)
    i	i	-68	i	·	i	·	0.7	i	10	i
O=C(Nc1ccccc1N1CCOCC1)c1cc2ccccc2o1
    i	i	-60	i	-23	i	3	0.6	i	-10	i
O=C(Nc1nc2ccccc2n1CCN1CCCC1)C1CCCCC1
    i	i	-13	i	-2	i	-2	-0.7	i	17	i
COc1ccc(C(CC(=O)Nc2ccc(F)cc2)c2ccccc2)cc1 (stereo not drawn)
    i	i	-26	i	-15	i	1	0.3	i	6	i
COC(=O)Cc1csc(Nc2ccc(F)c(Cl)c2)n1
    i	i	-15	i	-2	i	3	0.5	i	-8	i
CC(C)[C@H](NC(=O)c1ccco1)C(=O)OCC(=O)N(C)c1ccccc1
    i	i	6	i	-9	i	2	-0.1	i	-6	i
O=C(Nc1ccc(N2CCN(C(=O)c3ccc(Cl)cc3)CC2)cc1)c1cccs1
    i	i	6	i	-8	i	0	0.3	i	6	i
COc1cc(/C=C/C(=O)OC(C)C(=O)NC2CCCCC2C)cc(Cl)c1OC (stereo not drawn)
    i	i	13	i	·	i	·	-0.7	i	-3	i
COC(=O)c1cc(OC)c(OC)cc1NC(=O)c1ccccc1
    i	i	26	i	-3	i	-6	-0.4	i	-4	i
CC(=O)Nc1ccc(/C(C)=N/NC(=O)c2ccc(F)cc2)cc1
    i	i	-40	i	-26	i	-1	0.8	i	-16	i
Cc1ccc(S(=O)(=O)Nc2cc(C(C(=O)OC(C)C)C(=O)C(F)(F)F)c(O)c3ccccc23)c(C)c1 (stereo not drawn)
    i	i	-30	i	-14	i	-1	-0.3	i	5	i

Full records, quoted from the list. Order of values: TRPC4 agonist, MrgX1 antag, aSyn 5UTR inh, TRPC4 PAM, KLF5 inhibitor, TRPC4 inh, IEC-6 tox, HIF act, TRPC6 activator, SKKanGAS inh, TRPC6 inh
CC(C)[C@H](NC(=O)c1ccco1)C(=O)OCC(=O)N(C)c1ccccc1 is listed with i, i, 6, i, -9, i, 2, -0.1, i, -6, i
O=C(Nc1nc2ccccc2n1CCN1CCCC1)C1CCCCC1 is listed with i, i, -13, i, -2, i, -2, -0.7, i, 17, i

Next results follow:
Second line of a record – TRPC4 agonist	MrgX1 antag	aSyn 5UTR inh	TRPC4 PAM	KLF5 inhibitor	TRPC4 inh	IEC-6 tox	HIF act	TRPC6 activator	SKKanGAS inh	TRPC6 inh
O=C(N=C1SC2CS(=O)(=O)CC2N1c1ccc(Cl)cc1)C1CCCO1 (stereo not drawn)
    i	i	7	i	1	i	0	-0.4	i	-6	i
Cc1ccc(N(C)C(=O)C2CCCN2S(=O)(=O)c2cccc3nsnc23)cc1 (stereo not drawn)
    i	i	4	i	-11	i	-2	0.1	i	-10	i
CCCC(C(=O)NCCC(C)C)N(Cc1ccc(OC)cc1)C(=O)c1snc(C(N)=O)c1N (stereo not drawn)
    i	i	9	i	-30	i	-2	1.9	i	-2	i
COc1ccccc1N=c1oc2cc(O)ccc2cc1C(=O)NCC1CCCO1 (stereo not drawn)
    i	i	15	i	-52	i	4	-1.6	i	4	i
CN(C)CCCNCCCNC(=O)c1ccco1
    i	i	1	i	-19	i	-2	-0.4	i	-3	i
COc1cccc(N/C(SCc2ccccc2Cl)=C(/C#N)C(=O)NCc2cccs2)c1
    i	i	-4	i	12	i	4	0.5	i	4	i
O=C(Nc1ccccc1Cl)Nn1cnnc1
    i	i	5	i	-9	i	0	-0.7	i	7	i
CCn1ncc(NC(=S)Nc2ccc(OC)c(OC)c2)c1C(N)=O
    i	i	-2	i	-13	i	-5	-0.9	i	-5	i
COC(=O)c1cccc(Cn2c(Cl)c(/C=N/NC(=O)c3ccco3)sc2=O)c1
    i	i	5	i	-4	i	10	-0.4	i	-3	i
O=C(CN1C2=NCCN2c2ccccc21)c1cccs1
    i	i	25	i	-22	i	0	-0.4	i	1	i
OCC#CCSc1nnc(-c2ccccc2Br)o1
    i	i	-47	i	-58	i	0	1.0	i	-3	i
CCN1CCN(S(=O)(=O)c2cccs2)CC1
    i	i	1	i	-13	i	-4	-0.6	i	-5	i
COC(=O)c1ccc(COc2ccc(-c3nnn(CC(=O)NC(C)(C)C)n3)cc2)cc1
    i	i	-10	i	-14	i	-10	0.3	i	-11	i
CC(=O)Nc1ccc(C(=O)OCCC(C)C)cc1
    i	i	-31	i	-52	i	25*	0.6	i	-5	-6.8*
O=C(NCC1(c2ccccc2)CCCC1)c1ccccc1Br
    i	i	-5	i	-26	i	1	-0.1	i	1	i
N#Cc1ccccc1OCCCN1CCC(Cc2ccccc2)CC1
    i	i	-1	i	-5	i	5	45*	i	-8	i
CC(NS(=O)(=O)c1ccc(OCC(=O)N2CCOCC2)cc1)c1ccccc1 (stereo not drawn)
    i	i	·	i	-17	i	-2	·	i	·	i
COc1ccc(C(=O)N/C(=C\c2ccc(Cl)cc2)C(=O)NCC2CCCO2)cc1 (stereo not drawn)
    i	i	-6	i	-15	i	-5	0.0	i	-5	i
CC(C)(C)c1ccc(OC(=O)c2ccc3snnc3c2)cc1
    i	i	1	i	-39	i	-5	0.4	i	5	i
O=C(c1c[nH]c(C(=O)C(Cl)(Cl)Cl)c1)c1ccccc1Cl
    i	i	14	i	-19	i	0	-0.1	i	0	i
CC(=O)Oc1cc(O)c2c(c1)OC(c1ccc(OC(C)=O)c(OC(C)=O)c1)C(OC(C)=O)C2=O (stereo not drawn)
    i	i	6	i	-39	i	-2	2.1	i	0	i
CCCCn1c(SCC(=O)O)nc2ccccc21
    i	i	-3	i	-20	i	-2	-0.4	i	1	i
Cc1ccccc1-n1cc(CNC(=O)CCc2nnc(CCc3ccccc3)o2)cn1
    i	i	13	i	-29	i	2	-0.1	i	-4	i
COc1cccc(CNC(=O)Cn2nc(C)c([N+](=O)[O-])c2C)c1
    i	i	2	i	-16	i	-2	-0.9	i	-3	i
Cc1ccc2c(c1)c1nnc(SCC(=O)Nc3ccc(N(C)C)cc3)nc1n2CC(=O)O
    i	i	17	i	-10	i	6	1.2	i	1	i
CCNC(=S)N/N=C/c1cc(C)n(-c2ccc(Cl)cc2)c1C
    i	i	-125	22*	-26	i	7	2.9	i	0	i
O=C(O)c1ccc(NCc2nc3ccccc3n2CCOc2ccccc2Cl)cc1
    i	i	9	i	11	i	0	-0.9	i	6	i
COc1ccc(CCC(=O)OCC(=O)c2cccc(OC)c2)cc1
    i	i	-4	i	1	i	-5	0.5	i	-6	i
Cc1ccccc1Nc1nc(N)nc(COC(=O)c2cccc(S(=O)(=O)N(C)c3ccccc3)c2)n1
    i	i	24	i	4	i	-4	-2.3	i	5	i
CN1CCc2c(sc(/N=C/c3cccs3)c2C(N)=O)C1
    i	i	-75	i	-19	i	-9	2.6	i	-2	i
Cc1cc(O)c(C(C)C)cc1N=Cc1cc([N+](=O)[O-])ccc1O
    i	i	22	i	-8	i	0	0.3	i	1	i
Cc1ccc(NS(=O)(=O)c2ccc3c(c2)CC(=O)N3)cc1C
    i	i	4	i	-22	i	2	-0.1	i	-7	i
